Assay outcomes deposited in PubChem by several laboratories.
PriA SSB inh: inhibitors of Klebsiella pneumoniae PriA binding to SSB C-terminal tail, primary screen, biochemical, AlphaScreen | PriA–SSB C-terminal tail interaction (Klebsiella pneumoniae) | inhibition, % at 33 µM | hit rate 0.6% among 430,000 | AlphaScreen SSBct-PriA binding, biotinylated peptide | AID 1272365, 2023; in the data active = inhibition mostly above about 37%, no sharp cut-off; inactive = mostly below about 20%;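 note: plate controls were negative control peptide for no effect and reference peptide for full effect; strong numbers were not always called active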
PfHsp40 yeast: rescue of yeast from PfHsp40 toxicity, primary screen, S. cerevisiae, ATP luminescence; S. cerevisiae expressing PfHsp40, growth rescue; growth rescue, % at 12.5 µM; hit rate 0.68% among 340,000; AID 504582, 2011; in the data active = growth rescue above about 28%, passing the limit was not always enough; inconclusive = no clear call, values can overlap the other calls;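 note: yeast W303a lacking pdr1 and pdr3 grown in galactose medium; growth measured after three days at 30 °C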
Vc quorum ag: inducers of Vibrio cholerae quorum light production without autoinducers, primary screen, BH1578 luxS cqsA deficient, single point; activation, % at 18.7 µM; V. cholerae BH1578 lux reporter, luminescence, 6 h; hit rate 0.16% among 350,000; in the data active = activation mostly above about 9.7%, no sharp cut-off; inconclusive = no clear call, values can overlap the other calls; inactive = mostly below about 3.7%; note: not every result past the cut was called active; inactives centre near 0; reference of the scale not given here
BoNT A protease: BoNT/A light chain protease inhibitors, primary screen, biochemical, flow cytometry, MLPCN library; inhibition, % at 10 µM; Botulinum neurotoxin type A light chain protease (Clostridium botulinum A str. ATCC 3502); hit rate 0.17% among 360,000; multiplex microsphere protease substrate cleavage; note: plate controls were buffer without enzyme for full effect and enzyme alone for no effect
Anthrax LF prot: Bacillus anthracis LF protease inhibitors, primary screen, biochemical, multiplex microsphere, MLPCN library; hit rate 0.12% among 360,000; multiplex microsphere protease cleavage assay; AID 588501, 2011; inhibition, % at 10 µM; note: plate controls were buffer without enzyme for full effect and enzyme alone for no effect
TcdB GH inh: TcdB glycohydrolase inhibitors, primary screen, biochemical, single point, plate reader | Toxin B (Clostridioides difficile), P18177 | TcdB glycohydrolase enzymatic assay | inhibition, % at 9.99 µM | hit rate 0.24% among 350,000; in the data active = inhibition above about 10%
Target sequence (P18177 whole entry, looked up): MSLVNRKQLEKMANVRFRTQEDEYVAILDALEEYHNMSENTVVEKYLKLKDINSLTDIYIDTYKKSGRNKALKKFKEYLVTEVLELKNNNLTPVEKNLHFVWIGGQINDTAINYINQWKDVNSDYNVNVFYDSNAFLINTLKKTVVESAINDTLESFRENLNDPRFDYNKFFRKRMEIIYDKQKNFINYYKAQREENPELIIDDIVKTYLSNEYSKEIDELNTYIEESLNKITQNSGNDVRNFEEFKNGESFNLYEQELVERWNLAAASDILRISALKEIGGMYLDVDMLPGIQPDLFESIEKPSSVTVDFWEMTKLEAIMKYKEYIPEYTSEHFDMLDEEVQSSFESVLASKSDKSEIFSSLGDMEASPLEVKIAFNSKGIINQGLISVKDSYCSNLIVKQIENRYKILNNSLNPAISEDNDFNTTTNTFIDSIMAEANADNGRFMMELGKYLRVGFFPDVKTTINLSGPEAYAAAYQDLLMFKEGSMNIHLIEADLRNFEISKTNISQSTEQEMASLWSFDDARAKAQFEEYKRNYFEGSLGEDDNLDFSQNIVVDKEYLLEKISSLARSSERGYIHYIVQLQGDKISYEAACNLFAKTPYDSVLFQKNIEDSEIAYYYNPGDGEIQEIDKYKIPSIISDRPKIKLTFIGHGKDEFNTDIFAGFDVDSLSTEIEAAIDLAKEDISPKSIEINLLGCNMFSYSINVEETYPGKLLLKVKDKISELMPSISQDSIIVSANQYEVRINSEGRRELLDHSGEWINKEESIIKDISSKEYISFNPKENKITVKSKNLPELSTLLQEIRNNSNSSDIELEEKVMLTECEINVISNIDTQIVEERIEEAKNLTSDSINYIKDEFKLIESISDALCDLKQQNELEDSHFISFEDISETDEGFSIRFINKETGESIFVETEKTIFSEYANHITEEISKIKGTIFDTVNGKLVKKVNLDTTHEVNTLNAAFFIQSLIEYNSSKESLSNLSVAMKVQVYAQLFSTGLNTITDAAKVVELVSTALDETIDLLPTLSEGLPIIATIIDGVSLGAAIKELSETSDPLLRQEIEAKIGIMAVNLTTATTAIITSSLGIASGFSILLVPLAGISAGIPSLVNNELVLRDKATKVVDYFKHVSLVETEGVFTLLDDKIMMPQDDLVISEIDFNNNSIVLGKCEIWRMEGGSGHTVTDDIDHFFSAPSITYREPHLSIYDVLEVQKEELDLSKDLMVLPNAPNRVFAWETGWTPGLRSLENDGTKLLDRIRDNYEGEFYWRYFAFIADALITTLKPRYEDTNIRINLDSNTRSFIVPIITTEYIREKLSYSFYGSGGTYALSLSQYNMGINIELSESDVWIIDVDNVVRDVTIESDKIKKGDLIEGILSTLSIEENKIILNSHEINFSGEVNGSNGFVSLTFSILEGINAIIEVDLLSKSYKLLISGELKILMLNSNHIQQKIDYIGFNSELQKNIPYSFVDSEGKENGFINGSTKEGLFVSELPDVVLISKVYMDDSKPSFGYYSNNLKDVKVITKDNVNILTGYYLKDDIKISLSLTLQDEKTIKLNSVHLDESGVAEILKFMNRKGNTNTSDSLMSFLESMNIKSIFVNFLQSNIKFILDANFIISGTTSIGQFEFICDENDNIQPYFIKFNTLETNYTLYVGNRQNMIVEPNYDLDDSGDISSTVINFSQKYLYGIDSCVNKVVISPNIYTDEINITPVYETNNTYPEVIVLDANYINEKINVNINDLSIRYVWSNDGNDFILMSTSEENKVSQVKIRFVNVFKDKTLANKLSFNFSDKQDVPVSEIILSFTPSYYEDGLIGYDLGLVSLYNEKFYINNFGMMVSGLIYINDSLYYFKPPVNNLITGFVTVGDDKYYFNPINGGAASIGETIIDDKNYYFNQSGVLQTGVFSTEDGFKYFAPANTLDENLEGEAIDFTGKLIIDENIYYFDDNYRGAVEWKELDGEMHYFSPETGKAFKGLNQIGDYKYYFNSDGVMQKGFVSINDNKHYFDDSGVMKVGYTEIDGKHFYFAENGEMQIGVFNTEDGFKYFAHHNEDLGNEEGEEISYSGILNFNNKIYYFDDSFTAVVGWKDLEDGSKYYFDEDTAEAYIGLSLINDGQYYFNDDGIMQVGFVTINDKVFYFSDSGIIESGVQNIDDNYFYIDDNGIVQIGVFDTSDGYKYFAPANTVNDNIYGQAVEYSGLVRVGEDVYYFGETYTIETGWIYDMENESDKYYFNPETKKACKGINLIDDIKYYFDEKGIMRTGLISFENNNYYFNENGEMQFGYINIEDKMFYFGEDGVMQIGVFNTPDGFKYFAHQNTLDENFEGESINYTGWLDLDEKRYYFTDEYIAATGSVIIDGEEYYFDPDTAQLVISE
PrPC surface inh: inhibitors of human cell surface prion protein PrPC, primary screen, cell-based, TR-FRET; TR-FRET read-out; hit rate 0.43% among 370,000; inhibition, % at 13.8 µM; Major prion protein (Homo sapiens), P04156; in the data active = inhibition above about 24%; note: 0% = median of the test wells and 100% = reference compound wells
3CLpro inhibitor: SARS-CoV 3CLpro protease inhibitors, primary screen, biochemical, quenched FRET | inhibition, % at 6 µM | recombinant SARS-CoV 3CLpro, quenched FRET peptide cleavage | hit rate 0.14% among 290,000 | Replicase polyprotein 1ab (Severe acute respiratory syndrome coronavirus), P0C6X7; in the data active = inhibition above about 12%
Yp Topo-I inh: Yersinia pestis topoisomerase I inhibitors, primary screen, biochemical, cleavage product accumulation, plate reader, single point; DNA topoisomerase I (Yersinia pestis CO92); activity, % at 10 µM; Y. pestis Topo-I cleavage product accumulation; hit rate 0.064% among 360,000; in the data active = activity above about 50%, passing the limit was not always enough; inconclusive = no clear call, values can overlap the other calls; note: inactives centre near 2
* = called active by the depositor; i = inactive; ? = inconclusive; . = no result given; & = joins results of further samples. Cut-off read from the data, not from the text of the source, unless noted: active = inhibition above about 30%; inconclusive = no clear call, values can overlap the other calls; inactive = below that. Only part of the results is shown; rates above refer to the full screens.

Start of the data: the first three records (preview)
item	canonical_smiles	PriA SSB inh	PfHsp40 yeast	Vc quorum ag	BoNT A protease	Anthrax LF prot	TcdB GH inh	PrPC surface inh	3CLpro inhibitor	Yp Topo-I inh
1	COc1ccccc1NC(=O)c1sc2ncn(Cc3ccccc3C)c(=O)c2c1C	-3	-0.6	i	1.4	3	1.5	-6	-4	-2
2	Cc1nnc2sc(SCC(=O)Nc3cccc(Cl)c3)nn2c1=O	0	-1.9	-1.3	-1.2	-4	0.6	12	2	4
3	CCCOc1ccc(-c2c(C(=O)N/N=C(\C)c3ccncc3)nnn2-c2nonc2N)cc1	.	0.5	i	0.9	2	1.2	-10	5	12

Main list, repeating the preview:
item	canonical_smiles	PriA SSB inh	PfHsp40 yeast	Vc quorum ag	BoNT A protease	Anthrax LF prot	TcdB GH inh	PrPC surface inh	3CLpro inhibitor	Yp Topo-I inh
1	COc1ccccc1NC(=O)c1sc2ncn(Cc3ccccc3C)c(=O)c2c1C	-3	-0.6	i	1.4	3	1.5	-6	-4	-2
2	Cc1nnc2sc(SCC(=O)Nc3cccc(Cl)c3)nn2c1=O	0	-1.9	-1.3	-1.2	-4	0.6	12	2	4
3	CCCOc1ccc(-c2c(C(=O)N/N=C(\C)c3ccncc3)nnn2-c2nonc2N)cc1	.	0.5	i	0.9	2	1.2	-10	5	12
4	CC1(C(=O)Nc2cccc(Oc3ccccc3)c2)Cc2c(-c3ccc4c(c3)OCO4)ccnc2O1 (stereo not given)	.	.	i	0.1	1	0.6	1	.	0
5	Cc1nnc(SCC(=O)N2CCN(c3ccccc3)CC2)n(N)c1=O	-5&-5	1.0	-0.2	-1.7	0	1.2	8	2	15
6	Cc1ccccc1NC(=O)CCN1C(=O)CSC1=O	-4	-0.2	0.4	0.7	-1	.	2	-1	-4
7	COc1ccc(C2C3=C(CC(C)(C)CC3=O)N(CCN3CCOCC3)C3=C2C(=O)CC(C)(C)C3)cc1	-5	-0.6	-0.4	-0.4	-2	0.6	4	-1	3
8	O=c1ccn(Cc2ccccc2)cc1	-24	-0.5	0.7	-0.4	2	0.8	0	.	-1
9	O=C(CN1CCCCCC1)N1c2ccccc2C=Cc2ccccc21	-20	1.4	i	?	1	-0.5	-10	0	7
10	CCn1c(SCC(=O)Nc2ccc(N(C)C)cc2)nnc1C1CC1	-1	1.0	-0.3	1.1	-1	2.1	-4	-1	6
11	CCOC(=O)[C@@H]1[C@H]2COc3ccc(Br)cc3[C@@H]2N2C(=O)N(c3ccc(OC)cc3)C(=O)[C@@]12C	1	-0.6	-0.4	-0.9	0	-0.3	-4	.	4
12	OCCNc1nc(N2CCN(c3ccccc3)CC2)nc2ccccc12	-1	-0.2	-0.4	-0.4	12	1.8	-1	0	7
13	O=C(CSc1n[nH]c(-c2ccccc2)n1)c1ccccc1	0	-1.0	-0.1	0.2	2	1.9	-1	-3	-1
14	O=C(CN(c1cc(C(F)(F)F)ccc1Cl)S(=O)(=O)c1ccccc1)NCc1cccnc1	-1	-0.8	i	-0.1	3	1.5	-2	0	0
15	Cc1ccc(C)c(OCCC(=O)OCC(=O)Nc2ccc(N3CCOCC3)cc2)c1	11	0.7	i	3.6	0	-2.7	2	.	-5
16	CC(C)C(C(=O)NCc1ccco1)N(CC1CCCO1)C(=O)CNS(=O)(=O)c1ccccc1 (stereo not given)	-2	1.5	-0.5	-0.5	-2	0.7	8	5	6
17	CC1=C(C(N)=O)C(c2cccnc2)n2nc(-c3cccc(C)c3)nc2N1 (stereo not given)	-13	0.1	i	2.0	-10	.	0	2	5
18	COc1ccc(CCNC(=O)C(=O)NCC2CCCN2S(=O)(=O)c2cccs2)cc1 (stereo not given)	-6	0.1	-0.7	2.6	-3	-2.6	-4	.	22
19	CCOc1cc(/C=C/C(=O)OCC(=O)NCC2CCCO2)cc(Cl)c1OC (stereo not given)	2	-1.0	i	-0.1	-6	2.7	2	.	17
20	COc1cc(C)c(S(=O)(=O)Nc2ccccc2F)cc1C	-18	0.0	-1.0	0.0	3	.	-2	-5	-1
21	COC(=O)C1=C(c2cccc(C#N)c2)C[C@@H]2CC[C@H]1N2C(=O)N1CCc2cc(OC)c(OC)cc2C1	-2	-0.4	i	-0.3	-4	1.3	7	.	20
22	CC(=O)c1ccc(C(=O)NC2CCCN(Cc3ccc(Cl)cc3)C2)s1 (stereo not given)	-18	0.6	-0.2	-12	-3	0.6	-5	4	-1
23	O=C1c2ccccc2C(c2nnnn2Cc2ccccc2)N1CCCn1ccnc1 (stereo not given)	.	.	.	-0.1	0	1.4	1	.	.
24	COc1ccc(-c2ccnc(-c3ccncc3)n2)cc1	-10	-1.3	i	-0.2	7	0.5	4	-5	0
25	CC1S/C(=C(\C#N)C(=O)NCc2ccco2)N(Cc2ccco2)C1=O (stereo not given)	-17	-1.3	i	0.0	-4	.	-6	0	-2
26	CN(C)C(=O)CCc1ccc2c3c([nH]c2c1)[C@]1(C)[C@@H](C(=O)N2CCCCC2)C[C@H](CC(=O)NCCc2ccccn2)C(=O)N1CC3	-4	1.9	i	-0.2	-4	1.0	-3	.	12
27	COc1ccc(N(C(=O)Cn2nnc(-c3ccc(Cl)cc3)n2)C(C(=O)NCC2CCCO2)c2ccc(C)cc2)cc1 (stereo not given)	-1	-2.5	.	0.6	-3	.	2	4	6
28	Cc1ccc(C(=O)OCC(=O)Nc2ccccc2Sc2ccccc2)cc1C	-13	-1.1	-0.2	-0.7	1	.	5	-5	18
29	O=C(N/N=C\C=C\c1ccc2c(c1)OCO2)c1ccc(F)cc1	.	-0.4	-0.2	-0.1	0	0.4	0	0	0
30	Cc1ccc(NC(=O)c2csc3c2CCCC3)cc1	-9	2.6	i	-0.4	-4	1.7	4	-1	3
31	CN(Cc1ccccc1)S(=O)(=O)c1cccc(C(=O)O)c1	-18	1.8	0.4	-1.3	-2	-1.1	11	1	4
32	Fc1ccc(Nc2cncc(-c3ccsc3)c2)cc1Cl	.	.	-0.6	-0.5	2	0.1	1	.	-5
33	CC(Cc1cccs1)NC(=O)NC1CCCCC1 (stereo not given)	-14	-1.3	-5.0	-0.6	-3	1.3	-5	-2	-1
34	O=C(Nc1cc(C(F)(F)F)ccc1N1CCCCC1)c1cccc([N+](=O)[O-])c1	8	1.0	-0.2	-0.8	-3	.	-3	5	13
35	CN(C)CCCNC1=CC(=O)CC(c2ccccc2)C1 (stereo not given)	-6	-0.7	i	-0.1	-3	-0.2	-6	5	0
36	O=C(COc1ccc(S(=O)(=O)N2CCOCC2)cc1Cl)NCC1CCCO1 (stereo not given)	-2	19	-0.3	-2.7	0	1.4	-8	-5	5
37	O=C(Nc1nccs1)c1cc(S(=O)(=O)N2CCOCC2)ccc1Cl	-16	-1.9	0.7	0.6	-3	.	5	.	0
38	CCOc1ccc(-n2c(SCC(=O)c3c(N)n(C)c(=O)n(C)c3=O)nnc2-c2cccnc2)cc1	-6	-0.4	-0.2	-0.1	2	0.0	3	1	8
39	O=S(=O)(Nc1ccc(-n2cnnn2)cc1)c1ccc(Cl)cc1	-6	-1.1	0.3	-0.1	-6	-0.5	7	.	2
40	CCN(CC(=O)Nc1c(F)cccc1F)C(=O)C1CCN(S(=O)(=O)c2ccc(C)c(C)c2)CC1	-8	0.6	i	0.6	0	-0.4	7	.	13
41	COC(=O)c1ccccc1NC(=O)Cc1nc(-c2ccccc2)sc1-c1ccc(C)cc1	2	0.3	0.7	19	6	0.1	-11	-1	3
42	CCOC(=O)CN1C(=O)S/C(=C/c2ccc3c(c2)n(C)c(=O)n3C)C1=O	-3	-0.4	-0.3	-0.2	-2	.	3	1	7
43	COc1cccc(N/C(SC)=C(/C#N)C(N)=O)c1	-13	-0.5	i	-1.7	-4	.	6	-2	5
44	Cc1cc(C)c(C#N)c(SCc2c(F)cccc2[N+](=O)[O-])n1	-9	2.8	-0.7	-0.5	-4	.	-4	-6	0
45	COc1ccccc1NS(=O)(=O)c1cc(NC(=O)c2cccnc2)ccc1N1CCCCC1	-7	3.9	16	-0.1	-1	1.2	12	.	12
46	Cn1cc(C(=O)N/N=C/c2cccc(O)c2)ccc1=O	.	-0.1	-0.2	-0.2	-2	0.8	-7	3	5
47	CC(=O)Nc1ccc(CN2CCCC(CCC(=O)NCc3ccccc3F)C2)cc1 (stereo not given)	-9	-0.5	-0.5	-0.4	-2	1.1	-2	6	-8
48	Cc1cc(C(=O)O)ccc1NCc1ccncc1	-11	1.1	i	0.9	5	-1.0	-7	-2	0
49	COCCCNC(=O)c1cc(S(=O)(=O)NCCCN2CCCC2=O)ccc1Cl	-8	-1.2	i	4.3	4	-0.5	0	.	1
50	CC(NC(=O)c1cccs1)c1n[nH]c(=S)n1C (stereo not given)	-18	-0.6	-0.3	-0.5	-3	1.8	-3	0	-3
51	C[C@@H]1NS(=O)(=O)[C@H]2C[C@@H]3C=C[C@]2(O3)[C@H]1OC(=O)c1ccc(C(C)(C)C)cc1	1	-0.8	-0.3	0.4	-7	0.0	1	.	-1
52	CC1(C)CC(=O)C2=C(C1)N(Cc1cccnc1)C(=O)C2(NC(=O)c1ccc(F)cc1)C(F)(F)F (stereo not given)	-8	0.5	i	0.6	-2	.	1	6	-4
53	CC(=O)N1CCc2cc(S(=O)(=O)N3CCCCC3C)ccc21 (stereo not given)	-18	1.8	i	-0.9	-3	0.1	8	0	8
54	O=C(N1CCc2cc(S(=O)(=O)NC[C@H]3O[C@@H](n4ccc(=O)[nH]c4=O)[C@H](O)[C@@H]3O)ccc2C1)C(F)(F)F	-6	-1.0	i	0.1	-2	0.6	-1	.	10
55	Cc1ccc(S(=O)(=O)N(C)C[C@@H]2Oc3c(NS(C)(=O)=O)cccc3C(=O)N([C@H](C)CO)C[C@@H]2C)cc1	-6	-0.7	-7.3	0.4	-5	2.4	10	.	13
56	CC(OC(=O)c1cccc([N+](=O)[O-])c1)C(=O)NCc1ccc2c(c1)OCO2 (stereo not given)	-5	-0.5	0.1	0.5	2	1.2	-3	1	5
57	Cc1ccc(-c2csc(NC(=S)NC(=O)c3ccco3)n2)cc1	-9	0.8	-0.3	0.3	1	.	-7	4	-2
58	CCCCc1nnc(NC(=O)c2ccc(N3CCCC3=O)cc2)s1	-4	-1.2	i	3.9	-4	0.9	-3	.	0
59	CCOc1c(Cl)cc(C(=O)Nc2ccccc2-c2ccccc2)cc1Cl	-7	-0.2	-0.2	-0.2	-4	.	-1	2	12
60	CN(c1ccc(C(=O)NCc2cccs2)cc1)S(=O)(=O)c1ccccc1	-6	0.3	0.4	-1.5	-1	3.2	0	1	5

Later entries
item	canonical_smiles	PriA SSB inh	PfHsp40 yeast	Vc quorum ag	BoNT A protease	Anthrax LF prot	TcdB GH inh	PrPC surface inh	3CLpro inhibitor	Yp Topo-I inh
61	O=C1CSCN1c1ccc(Cl)c(Cl)c1	4	0.0	-5.6	0.0	0	0.5	4	1	4
62	CC(=O)c1c(C)[nH]c(C(=O)Nc2ccccc2N2CCOCC2)c1C	1	-0.2	i	0.6	0	1.7	0	1	-5
63	CCOC(=O)C1=C(N)OC2=C(C(=O)CC(C)(C)C2)C1c1ccoc1 (stereo not given)	-11	-0.2	-4.5	-0.5	-3	.	9	-1	2
64	COc1ccc(NC(=O)c2ccc3c(c2)n(C)c(=O)n3C)cc1	-16	0.1	-0.2	0.4	5	1.3	0	-3	-5
65	COc1ccc(-c2sc3cc4c(cc3c2-c2ccc(OCCN3CCOCC3)cc2)OCO4)cc1	-9	-0.3	i	-0.3	-3	1.0	-1	.	1
